SENP7 block: blocks the human protease SENP7. Q9BQF6. recombinant SENP7, Z-RLRGG-aminoluciferin luminescence, 40 min. inhibition, % at 5 µM. actives 1.5% (n = 330,000). AID 434973;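 active = inhibition above about 50% at the single test dose, limit read from the data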;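 also: plate controls were DMSO with enzyme for no effect and no enzyme buffer wells for full effect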
HKDC1 inhibitor: blocks human hexokinase HKDC1 activity. recombinant HKDC1, G6PDH/diaphorase resazurin coupled fluorescence. inhibition, % at 20 µM. actives 0.16% (n = 340,000). AID 493160;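 active = inhibition above about 35% when tested at 20 µM, limit read from the data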;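 also: plate controls were DMSO wells with enzyme for no effect and DMSO wells lacking enzyme for full effect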
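Assay system – recombinant HKDC1 (HK5) hexokinase enzyme, produced in-house · Input – HKDC1 at 5 µg/mL · Reagent – glucose plus 1 mM ATP as hexokinase substrates · Timing – 90 min reaction incubation at room temperature, dark · Measured by – G6PDH/diaphorase-coupled fluorescence, 1 mM NADP, 100 µM resazurin, 525/613 nm · Benchmarks – DMSO-enzyme wells negative, buffer-substituted wells positive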
PfGluPho inh: PfG6PD (Plasmodium falciparum) enzyme inhibition; AID 504690; inhibition, % at 20 µM; PfGluPho enzyme, NADPH resazurin-diaphorase fluorescence; actives 0.78% (n = 350,000);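 active = inhibition reaching at least a set limit at 20 µM in the primary screen, cut at about 59% in these data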;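 also: 0% = DMSO wells with substrate and 100% = DMSO wells lacking glucose-6-phosphate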
MPTP inh: inhibitors of mitochondrial permeability transition pore | inhibition, % at 10 µM | actives 1.4% (n = 360,000) | isolated mouse mitochondria, Ca2+ swelling absorbance, 30 min;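 active = inhibition of 50% or more, scaled per plate between neutral and stimulator controls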;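 also: 0% = DMSO wells given calcium and 100% = 1 mM EGTA wells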
SENP6 inh: blocks the human protease SENP6; Q9GZR1; Recombinant SENP6 catalytic domain, aminoluciferin luminescence; inhibition, % at 10 µM; actives 1.8% (n = 330,000); AID 2599;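 active = inhibition above about 50% at the single tested dose, limit read from the data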;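 also: plate controls were DMSO wells with enzyme for no effect and DMSO wells lacking enzyme for full effect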
Target sequence (Q9GZR1 628-1112 limits assumed): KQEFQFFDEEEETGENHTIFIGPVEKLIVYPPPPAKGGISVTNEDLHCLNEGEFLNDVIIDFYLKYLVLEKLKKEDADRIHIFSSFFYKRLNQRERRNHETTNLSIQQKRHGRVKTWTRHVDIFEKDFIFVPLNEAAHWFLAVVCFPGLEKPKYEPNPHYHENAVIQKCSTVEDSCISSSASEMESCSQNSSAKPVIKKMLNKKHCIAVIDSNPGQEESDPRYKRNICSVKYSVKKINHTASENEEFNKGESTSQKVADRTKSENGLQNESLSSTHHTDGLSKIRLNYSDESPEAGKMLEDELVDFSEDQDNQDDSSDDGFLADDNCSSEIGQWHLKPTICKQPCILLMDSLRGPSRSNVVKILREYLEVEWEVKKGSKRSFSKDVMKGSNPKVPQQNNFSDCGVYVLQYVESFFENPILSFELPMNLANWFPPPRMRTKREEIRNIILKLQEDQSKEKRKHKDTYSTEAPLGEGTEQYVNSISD
GRIN3A LBD mod: modulators (binders) of human NR3A ligand-binding domain | NR3A LBD differential scanning fluorimetry, Tm shift; 0% = protein alone, 100% = glycine-bound protein | Tm shift relative to glycine control, % at 25 µM | actives 2.5% (n = 340,000) | AID 1259313;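 active = melting temperature shift of at least 10% of the positive control shift, at one fixed dose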
ATG4B inhibitor: ATG4B (human) cysteine protease inhibition; inhibition, % at 8.33 µM; ATG4B cleavage of LC3-PLA2, NBD-HPC fluorescence, 1 h; actives 0.51% (n = 340,000); AID 504462; Q9Y4P1; in the data active = inhibition above about 40%
Target sequence (Q9Y4P1 whole entry, looked up): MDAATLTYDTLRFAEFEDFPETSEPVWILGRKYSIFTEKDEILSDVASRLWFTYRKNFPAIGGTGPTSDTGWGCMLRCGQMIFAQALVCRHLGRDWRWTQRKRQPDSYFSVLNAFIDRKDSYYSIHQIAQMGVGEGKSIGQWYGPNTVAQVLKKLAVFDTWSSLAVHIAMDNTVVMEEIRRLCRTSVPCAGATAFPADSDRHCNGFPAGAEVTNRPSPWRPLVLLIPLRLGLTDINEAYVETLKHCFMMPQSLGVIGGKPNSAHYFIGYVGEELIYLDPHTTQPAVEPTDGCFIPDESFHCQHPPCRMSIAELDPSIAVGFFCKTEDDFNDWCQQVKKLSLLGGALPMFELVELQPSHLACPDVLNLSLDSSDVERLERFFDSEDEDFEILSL
SENP8 block: SENP8 (human) protease inhibition; Q96LD8; recombinant SENP8, Nedd8 substrate fluorescence; inhibition, % at 20 µM; actives 0.64% (n = 360,000); AID 602440; in the data active = inhibition mostly above about 40%, no sharp cut-off; inactive = mostly below about 27%
Numbers without * were called inactive; / = no result given.

Each structure is followed by: SENP7 block | HKDC1 inhibitor | PfGluPho inh | MPTP inh | SENP6 inh | GRIN3A LBD mod | ATG4B inhibitor | SENP8 block
> O=C(NCc1ccc2c(c1)OCO2)c1ccc(NS(=O)(=O)c2ccc3c(c2)OCCO3)cc1
  5 | 5 | -27 | 0.6 | -11 | -7 | 8 | 4
> CCCCN(Cc1ccccc1)C(=O)C1CCN(Cc2sccc2C)CC1
  -9 | -4 | 7 | 3.5 | -8 | -2 | 32 | 11
> O=C(ONC(=O)C1C2C=CC(C2)C1C(=O)NOC(=O)c1ccccc1)c1ccccc1 (configuration not stated)
  / | -1 | -11 | -1.1 | / | 0 | -5 | 6
> O=C(NCC1CCCO1)c1cccs1 (configuration not stated)
  7 | -2 | -8 | -0.2 | 1 | -1 | 2 | 10
> NC(=O)[C@@H]1CCCN1Cc1nc(Cc2cccc(C(F)(F)F)c2)no1
  0 | -8 | 15 | 2.1 | 7 | -1 | -1 | 11
> CN(C(=O)c1cccc(NC(=O)Cc2ccc(NC(=O)C3CCCN(C(=O)C4CCCC4)C3)cc2)c1)C1CCCC1 (configuration not stated)
  / | -3 | -13 | 0.7 | / | -4 | -6 | 6
> Cc1ccc(NCN2C(=O)C3CC=C(Cl)CC3C2=O)cc1 (configuration not stated)
  1 | -7 | -6 | -2.4 | -1 | 1 | -6 | 14
> CCCn1c(N)c(C(=O)CSc2nnnn2-c2ccc(O)cc2)c(=O)n(C)c1=O
  -2 | 4 | -16 | 0.0 | -17 | -1 | -6 | 16
> Cc1nc([N+](=O)[O-])cn1Cc1cccc2ccccc12
  5 | 2 | -13 | 0.6 | 5 | 3 | 2 | 13
> COc1ccc(NC(=O)c2cc(S(=O)(=O)N3CCCCC3)ccc2C)cc1S(=O)(=O)N1CCOCC1
  / | -2 | -19 | 0.2 | / | -2 | -1 | 3
> CCOc1ccc(NC(=O)CN(Cc2ccccc2)S(C)(=O)=O)cc1
  -2 | -1 | -2 | -0.9 | -9 | -1 | -12 | 12
> CCOc1ccc(N(CC(=O)NC2CCCCC2)C(=O)CCC(=O)Nc2nc(C)cs2)cc1
  3 | 4 | 6 | -1.4 | -1 | 0 | -2 | 11
> O=C(O)/C=C/C(=O)Nc1ccc(C2(c3ccc(NC(=O)/C=C/C(=O)O)cc3)c3ccccc3-c3ccccc32)cc1
  3 | 6 | -41 | -0.7 | 22 | -6 | 55* | 18
> Cc1cccc(NC(=O)C2CCCN(c3ncnc4c3nc3n4CCCCC3)C2)n1 (configuration not stated)
  16 | 6 | 11 | -0.8 | -10 | -2 | -2 | 14
> COc1ccc(CN2CCN(C(=O)c3ccco3)CC2)cc1OC
  1 | -3 | -16 | -0.9 | -7 | 1 | 0 | 4
> CC(C)c1ccc2nc(SCC(=O)NCC3CCCO3)c(C#N)cc2c1 (configuration not stated)
  0 | -3 | -4 | 0.4 | -5 | -2 | 3 | -17
> C(=N\NC1=Nc2cccc3cccc1c23)/c1ccccn1
  / | 0 | 65* | 3.8 | / | -16 | -21 | 25
> O=C(COc1ccccc1-c1ccccc1)Nc1ccc(S(=O)(=O)NCc2ccco2)cc1
  4 | 1 | 12 | 24 | 2 | -2 | 7 | 10
> C/C(=N\NC(=O)CC#N)c1cc2ccc(O)cc2oc1=O
  15 | 1 | 25 | -0.1 | -24 | 1 | -23 | -477
> CC(Sc1nccn1C)C(=O)NC1(C#N)CCCCC1 (configuration not stated)
  4 | -3 | 2 | 0.4 | 0 | 0 | 3 | 10
> O=C(/C=C/c1ccc2c(c1)OCCO2)c1ccc(O)cc1
  68* | 5 | -4 | 5.1 | -2 | 13* | -11 | -110
> CCN(CC)C(=O)C1CC(=O)N(c2ccc(F)c(Cl)c2)C1 (configuration not stated)
  -2 | -7 | -17 | -1.9 | 5 | 0 | 0 | 15
> Cc1cc(F)ccc1NC(=O)C(C)n1c2ccccc2c2nc(=O)cc(C)n21 (configuration not stated)
  1 | -4 | -7 | 2.4 | -15 | -2 | 5 | -15
> Cc1c([N+](=O)[O-])c(N)nn1C
  -7 | 1 | -6 | 3.3 | -13 | 0 | -4 | 0
> O=C(Cn1c(NCCO)nc2ccccc21)NCCc1ccccc1
  0 | -1 | 16 | -0.9 | -8 | 0 | 0 | 13
> COc1ccc(Cn2c(=O)oc3ccc(C)cc32)cc1
  3 | 4 | -34 | 0.2 | 9 | 1 | 5 | -1
> NC(=O)c1cnn2c(C(F)(F)F)cc(-c3ccccc3)nc12
  -1 | 6 | -12 | 1.6 | 7 | -2 | 4 | -361
> O=C(NCC1CCCO1)C1C2C=CC3(CN(Cc4cccs4)C(=O)C13)O2 (configuration not stated)
  2 | -11 | 0 | -0.8 | -1 | -2 | -9 | 12
> COc1ccc(NC2c3ccccc3C(=O)N2Cc2ccc3c(c2)OCO3)cc1 (configuration not stated)
  0 | -3 | -9 | 1.6 | 14 | 0 | -4 | 22
> COc1cccc(Cn2c(=O)c3[nH]cnc3n(-c3ccccc3C)c2=O)c1
  6 | -6 | 3 | -1.7 | 3 | 1 | -9 | 12
> COC(=O)C1=NN(C(C)=O)C2(CC(=O)N(c3cccc(C)c3)C2=O)C1 (configuration not stated)
  -12 | -8 | -5 | -0.6 | -9 | 4 | -5 | 4
> Cc1ccc(C)c(NC(=O)Cn2nc(C)c3ccccc3c2=O)c1
  0 | 2 | -16 | 1.5 | -8 | -1 | -1 | 16
> COc1cc(/C=C/C(=O)O)cc(S(=O)(=O)Nc2ccc3c(c2)CCC3)c1OC
  1 | 0 | 5 | 1.2 | -24 | 0 | -14 | 6
> Cn1nc(C(=O)OCC(=O)c2ccc[nH]2)c2ccccc2c1=O
  -2 | 0 | -11 | -1.5 | -2 | 0 | 9 | 13
> Cc1ccc(S(=O)(=O)N2CCCN(S(=O)(=O)c3ccccc3Br)CC2)cc1
  4 | -1 | 8 | 0.2 | / | 2 | 0 | 1
> Nc1cc2c3c(cccc3c1)C(=O)N(CCN1CCCC1)C2=O
  / | -5 | 2 | -1.6 | / | 0 | 0 | 24
> CCc1c(C)nc(N)n2c(SCC(=O)Nc3ccccc3OC)nnc12
  6 | -5 | -6 | -1.8 | -19 | 1 | -4 | 4
> CCN1CC(CN(C)Cc2nc(Cc3ccccc3)no2)CC1=O (configuration not stated)
  -7 | -6 | -7 | -0.9 | -36 | 0 | -16 | 2
> Cc1nnc(SCC(=O)Nc2sc3c(c2C(N)=O)CCCC3)[nH]c1=O
  1 | 4 | -4 | -0.5 | -32 | 0 | -11 | -1
> CCCOc1cccc(-c2cc(C(=O)N/N=C/c3ccccn3)c3ccccc3n2)c1
  -3 | -4 | 6 | 1.3 | -7 | -4 | -8 | -77
> COC(=O)CNC(=O)CNC(=O)c1nn(-c2ccc(OC)c(Cl)c2)c(=O)c2ccccc12
  -2 | -4 | -2 | -1.1 | 10 | -1 | 0 | -232
> c1ccc(C[C@H]2CN=C(Nc3ccccc3)N2CCCC2CCCCC2)cc1
  9 | 0 | 3 | 3.5 | 0 | 0 | -2 | 26
> CN(CC1CCOCC1)C(=O)c1ccc2nc(Cc3cccc(Cl)c3)oc2c1
  -7 | -5 | -16 | 0.0 | 8 | 0 | 4 | 5
> CCC1CCCCN1C(=O)CSc1nc(N)cc(=O)[nH]1 (configuration not stated)
  4 | -5 | -3 | -0.1 | -23 | -1 | -2 | 2
> Cc1cc(NN)nc2ccc(Cl)cc12
  7 | 10 | 33 | -3.3 | -29 | 12* | 0 | -115
> C=CC(=O)N1c2ccccc2Sc2ccc(NC(=O)OCC)cc21
  6 | 24 | -17 | -1.6 | -8 | -1 | 15 | 14
> CC1CN(S(=O)(=O)c2ccc(C(=O)Nc3ccc(S(=O)(=O)Nc4ncccn4)cc3)cc2)CC(C)O1 (configuration not stated)
  2 | 8 | -17 | -1.8 | -4 | 0 | -3 | 7
> CC(=O)c1c(C(C)=O)c(C)n(-c2ccc(O)cc2)c1C
  7 | -3 | -15 | 0.8 | 1 | 2 | -2 | 3
> Cc1ccc(/C=N/N=C2/NC(=O)C(CC(=O)N3CCOCC3)S2)cc1 (configuration not stated)
  -6 | -6 | 26 | 0.6 | -13 | 0 | 2 | 30
> CC(Sc1nncn1C)C(=O)Nc1ccc2ccccc2c1 (configuration not stated)
  7 | -4 | 7 | -1.0 | -11 | -1 | 4 | 6
> N/C(=N\OC(=O)c1ccccc1[N+](=O)[O-])c1ccccn1
  61* | -7 | 3 | -0.5 | 54* | -3 | -7 | -2
> COc1ccc(N2C(=O)CC(N3CCN(C4CCc5ccccc5C4)CC3)C2=O)cc1 (configuration not stated)
  -14 | 5 | 3 | 4.6 | 0 | 2 | -12 | 7
> COc1cccc(NC(=O)CSc2nnc(-c3cc(C)n(-c4ccccc4)c3C)o2)c1
  4 | 0 | 2 | 1.5 | -3 | -1 | -13 | 23
> O=C(Cn1ncnn1)OCc1ccccc1Cl
  2 | 7 | 5 | 1.6 | -2 | 1 | 15 | 14
> O=[N+]([O-])c1ccccc1OCCCn1cnc2ccccc21
  / | -4 | 27 | 0.4 | / | 0 | -4 | 16
> O=C(NC1CCN(S(=O)(=O)c2ccccc2)CC1)c1ccc(F)cc1
  6 | 0 | 4 | -1.3 | 13 | 2 | -2 | 15
> O=c1oc2ccccc2c(Nc2ccccc2O)c1[N+](=O)[O-]
  2 | -7 | -9 | 0.4 | -5 | 5 | 1 | 8
> Cc1cc(C(=O)N/N=C/c2cccnc2)c(C)o1
  6 | 3 | -3 | -6.5 | -8 | 0 | -5 | 41*
> COC(=O)C1(CC2CC(c3ccccc3)=NO2)CCN(C(=O)OC(C)(C)C)CC1 (configuration not stated)
  5 | -4 | 8 | 6.5 | 1 | -1 | -9 | 20
> CCC(C)(CC(=O)N(C)CCC#N)c1ccccc1 (configuration not stated)
  -11 | 0 | 1 | -1.0 | -25 | -1 | -8 | 24

Later entries
Each structure is followed by: SENP7 block | HKDC1 inhibitor | PfGluPho inh | MPTP inh | SENP6 inh | GRIN3A LBD mod | ATG4B inhibitor | SENP8 block
> CC1(C)NC(=O)N(c2ccc([N+](=O)[O-])c(C(F)(F)F)c2)C1=O
  2 | -4 | 6 | -1.1 | 9 | -3 | -2 | 12
> COc1ccc(CCNS(=O)(=O)CCNC(=O)c2ccccc2)cc1
  1 | 5 | 4 | -0.6 | -4 | 0 | -2 | 8
> Cc1cc(=O)[nH]c(NN=C(CC(C)C)CC(C)C)n1
  / | -7 | 3 | 0.2 | / | -3 | 10 | 9
> Cc1cc2oc(=O)cc(-c3ccccc3)c2c(C)c1-c1ccc(O)cc1
  3 | 0 | -21 | 0.1 | / | -12 | -4 | 16
> CC(C)(C)c1ccc(C(=O)N/N=C/c2ccc(OCCCF)cc2)cc1
  -1 | -5 | 9 | 1.1 | -5 | 5 | 6 | -12
> CN(CC(=O)Nc1ccc(Cl)cc1)C(=O)C1CCCC1
  -6 | -7 | 10 | 0.5 | -12 | 0 | 5 | 11

4 compounds picked at random from those above, as already listed:
Each structure is followed by: SENP7 block | HKDC1 inhibitor | PfGluPho inh | MPTP inh | SENP6 inh | GRIN3A LBD mod | ATG4B inhibitor | SENP8 block
> CN(CC(=O)Nc1ccc(Cl)cc1)C(=O)C1CCCC1
  -6 | -7 | 10 | 0.5 | -12 | 0 | 5 | 11
> CC1(C)NC(=O)N(c2ccc([N+](=O)[O-])c(C(F)(F)F)c2)C1=O
  2 | -4 | 6 | -1.1 | 9 | -3 | -2 | 12
> Cc1cc2oc(=O)cc(-c3ccccc3)c2c(C)c1-c1ccc(O)cc1
  3 | 0 | -21 | 0.1 | / | -12 | -4 | 16
> COc1ccc(CCNS(=O)(=O)CCNC(=O)c2ccccc2)cc1
  1 | 5 | 4 | -0.6 | -4 | 0 | -2 | 8

High-throughput results deposited in PubChem by Sanford-Burnham Center for Chemical Genomics.
